Screening data as filed in PubChem.
SSB-PriA inh: inhibitors of Klebsiella pneumoniae PriA binding to SSB C-terminal tail | 430,000 tested, 0.6% active | AID 1272365 | AlphaScreen SSBct-PriA binding, biotinylated peptide | inhibition, % at 33 µM; in the data active means inhibition mostly above about 37%, no sharp cut-off; inactive means mostly below about 20%;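 further: plate controls were negative control peptide for no effect and reference peptide for full effect; strong numbers were not always called active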
* marks the source's active call; other numbers are inactive results; & = joins results of further samples.

structure | SSB-PriA inh
Cn1c(SCC(=O)Nc2nccs2)nnc1-c1c[nH]c2ccccc12 | -5.0
O=C(CSc1ccccc1)N(Cc1cccnc1)c1nc2c(F)cccc2s1 | -17.0
COc1ccc(CCNC(=O)NC[C@H](OC)c2ccsc2)cc1 | -28.0
CN(C)CCCN(C(=O)CCCSc1ccccc1)c1nc2ccc(Cl)cc2s1 | 6.0
O=C(Cc1ccc(F)cc1)N(c1ccc(Br)cc1)C1C=CS(=O)(=O)C1 (configuration not stated) | -14.0
O=C(Nc1nc(-c2cc(Cl)ccc2Cl)cs1)C1CCCCC1 | 14.0
COC(=O)c1c(NC(=O)/C=C/c2cccc([N+](=O)[O-])c2)sc2c1CCCC2 | 5.0
O=C(Nc1ccccc1-c1cn2ccccc2n1)c1cc(-c2ccco2)on1 | -9.0
CCOc1ccc(C=NNC(=O)c2ccc(CSc3nc4ccccc4[nH]3)cc2)cc1 | 2.3
Cn1nc(CNS(=O)(=O)CCOc2ccccc2)cc1C1CC1 | -4.0

Remaining list, next part
structure | SSB-PriA inh
Cc1ccc(NC(=O)CC2SC(=NN=C3NC(=O)CS3)NC2=O)cc1 (configuration not stated) | 3.4
CC(=NNC(=O)CNS(=O)(=O)c1ccc(C)cc1)c1cccc([N+](=O)[O-])c1 | -4.1
O=C(Nc1nc(-c2cccs2)cs1)c1cc([N+](=O)[O-])cc([N+](=O)[O-])c1 | 3.0
O=C(NCCNc1ccc(-n2cccc2)nn1)Nc1ccccc1F | -8.0
Cc1ccsc1CCC(=O)O | -10.0
COC(=O)c1ccccc1NC(=O)C[C@H](NCc1ccccc1)C(=O)O | -18.0
Cc1c(NC(=S)Nc2ccc(SC(F)(F)C(F)(F)C(F)(F)F)cc2)c(=O)n(-c2ccccc2)n1C | -14.0
CN(C)c1ccc(N2CCNCC2)nn1 | -4.0
Cc1ccsc1C=NNC(=O)Cc1ccc([N+](=O)[O-])cc1 | -8.1
N#Cc1ccccc1Cn1nc(-c2cccnc2)n(C2CC2)c1=O | -23.0

(listing goes on)
structure | SSB-PriA inh
CCCCOc1ccccc1-c1cc(C(=O)Nc2cc(Cl)c(OC)cc2OC)[nH]n1 | -14.0
Cn1cccc1C(CNC(=O)C(=O)NC1CC1)N1CCc2ccccc2C1 (configuration not stated) | -14.0
CSc1ncccc1C(=O)NC[C@H]1CCCN1c1nc2ccccc2o1 | -9.0
CC1CCN(c2cc(NC(=O)c3cc(-c4cccs4)nn3C)ncn2)CC1 | 4.0
Cc1cccc(-c2nc(CN(c3ccccc3)S(=O)(=O)c3ccccc3)c(C)o2)c1 | -20.0
O=C(Cn1nnn(-c2ccc(NS(=O)(=O)c3cccnc3)cc2)c1=O)N1CCOCC1 | -16.0
CC(C)(NO)C(=NO)c1ccc(Br)cc1 | -4.8
O=C(COc1ccc2ccccc2c1)NCc1n[nH]c(=O)c2ccccc12 | -16.0
O=C(Nc1ccc2c(c1)OCCO2)c1cc(N2CCCC2)ncn1 | 11.0
COc1ccc(S(=O)(=O)NCCc2ccc(N(C)C)cc2)c(C)c1 | 9.0

Rewritten as labelled records: 4 of the compounds above.
Cn1cccc1C(CNC(=O)C(=O)NC1CC1)N1CCc2ccccc2C1 (configuration not stated)
  SSB-PriA inh: -14.0
CSc1ncccc1C(=O)NC[C@H]1CCCN1c1nc2ccccc2o1
  SSB-PriA inh: -9.0
CC1CCN(c2cc(NC(=O)c3cc(-c4cccs4)nn3C)ncn2)CC1
  SSB-PriA inh: 4.0
Cc1cccc(-c2nc(CN(c3ccccc3)S(=O)(=O)c3ccccc3)c(C)o2)c1
  SSB-PriA inh: -20.0

Remaining list, next part
structure | SSB-PriA inh
Cc1ccc(NC(=O)CC2SC(=NN=Cc3c[nH]c4ccccc34)NC2=O)cc1 (configuration not stated) | -2.9
O=C(CN1C(=O)COc2ccccc21)Nc1ccc(F)c(Cl)c1 | 35.8
COc1ccc(C(=O)CSc2ccc(-c3ccc(F)cc3)nn2)cc1 | -10.0
CCCCN(CC)S(=O)(=O)c1ccc(C(=O)N=c2sc(C(=O)OCC)c(C)n2C)cc1 | -3.0
O=C(CSc1ccc(-c2ccncc2)nn1)N1CCOCC1 | -5.0
O=C(NCc1cccs1)C(=O)NC[C@H](O)c1cccs1 | -31.0
Cc1nc(SCc2ccccc2F)[nH]c(=O)c1CC(=O)Nc1ccc2c(c1)OCCO2 | 1.0
CC(=NNC(=O)c1n[nH]c2c1CCC2)c1cccs1 | -10.1
CCOC(=O)N1CCc2nc(NC(=O)c3cc(C)n(C)n3)sc2C1 | -2.0
CCCS(=O)(=O)c1nc2ccccc2n1Cc1cc(C)ccc1C | -15.0

(further entries)
structure | SSB-PriA inh
O=C(Nc1sc2c(c1CN1CCN(C(=O)c3ccco3)CC1)CCCC2)c1ccc(F)cc1 | -19.0
Cc1ccccc1-c1nc(COC(=O)c2nnn(-c3ccc(Cl)cc3)c2C)c(C)o1 | -3.0
Cc1cc(C(=O)N2CCOCC2)n(CC(=O)NCCC2=CCCCC2)n1 | -17.0
CSc1cccc(C(=O)O)c1 | -3.0
CN(C)C(CNC(=O)C(=O)Nc1ccon1)c1ccco1 (configuration not stated) | -12.0
COc1ccc(CC(C)=NNC(=O)C2COc3ccccc3O2)cc1 (configuration not stated) | -8.7
Cc1cc(Cl)cc2sc(N(Cc3cccnc3)C(=O)C(C)C)nc12 | -5.0
Cc1nn(-c2ccccc2)c(C)c1C=NO | -3.9
COc1ccc(C)cc1NC(=O)CC1CCCCN1S(=O)(=O)c1ccc(F)cc1 (configuration not stated) | 8.0
O=C(c1cccnc1)N1CCC(CNS(=O)(=O)c2ccccc2OC(F)(F)F)CC1 | -11.0

Following part.
structure | SSB-PriA inh
COc1ccc(C=NNC(=O)c2cc(C34CC5CC(CC(C5)C3)C4)[nH]n2)cc1O | -25.6
COc1cccc(C=NNC(=O)c2ccncc2)c1OC(=O)c1ccc(Br)cc1 | 6.4
O=C(/C=C\c1ccc([N+](=O)[O-])cc1)Nc1nnc(-c2cccs2)o1 | -10.0
CN(C)c1ccc(C(CNC(=O)c2ccccc2Cl)N2CCc3ccccc3C2)cc1 (configuration not stated) | 54.0
CC(C)CS(=O)(=O)C1CN(C(=O)c2cccc(OCc3ccccc3)c2)C1 | -12.0
CCOC(=O)c1ccc(NC(=O)CSc2ccc(-c3sc(-c4cccnc4)nc3C)nn2)cc1 | -24.0&-11.0
O=C(COc1ccc(C=NNS(=O)(=O)c2ccccc2)cc1)NCCc1ccccc1 | -3.0
COc1ccc2cc(C(=O)NCCc3cc(C)no3)[nH]c2c1 | -11.0
Cc1ccc(NC(=O)C(C)Oc2cccc(Br)c2)c([N+](=O)[O-])c1 (configuration not stated) | 49.0*
Cc1csc2nc(-c3cccc(NC(=O)c4cccc([N+](=O)[O-])c4)c3)cn12 | 25.0

New compounds follow.
structure | SSB-PriA inh
O=S(=O)(Nc1cccc(N2CCCS2(=O)=O)c1)c1ccc(F)cc1F | 3.0
CC(=NNC(=O)c1cc(C)oc1C)c1ccc(N2CCOCC2)cc1 | -2.6
COc1ccc(N2CCN(CCNC(=O)c3ccc(OC)c(OC)c3OC)CC2)cc1 | 7.0
CCCc1ccc(C(=O)NCCc2ccc(N(C)C)cc2)cc1 | 1.0
COCCn1c(C)cc(C(=O)CSc2ncnc3sc4c(c23)CCCC4)c1C | -20.0
O=C(Nc1ccc2c(c1)CN(C(=O)c1ccco1)CC2)c1ccc2c(c1)OCO2 | -3.0&17.0
COCC(=O)NCc1nccc(N2CCCC2)n1 | -15.0
COc1ccc(-c2[nH]ncc2C=NNC(=O)c2ccncc2)c(OC)c1 | -0.9
CC(=NNC(=O)c1cc(C)nc2ccccc12)c1ccco1 | -2.7
CS(=O)(=O)N1CCC(C(=O)N2CCC(n3c(=O)[nH]c4ccccc4c3=O)CC2)CC1 | 4.0

(continued)
structure | SSB-PriA inh
Cc1nonc1NC(=O)CCc1ccc(=O)n(C)n1 | -9.0
O=C(Cc1ccccc1)Nc1nnc(CSc2ccccc2)o1 | -11.0
O=C(NN=Cc1ccncc1)c1cc([N+](=O)[O-])cc([N+](=O)[O-])c1 | 1.1
COc1ccc(S(=O)(=O)NC(C)(C)CO)cc1N(C)S(=O)(=O)c1ccc(C)cc1 | 3.0
CC(C)(C)C(=O)N1CCc2ccc(NC(=O)c3ccc4c(c3)OCO4)cc21 | 16.0
O=C(CCCn1nc(-c2cccs2)ccc1=O)NCc1ccccn1 | -3.0&-3.0
NC(=O)c1ccc(NC(=O)CCCSc2ccc(NC(=O)c3ccco3)nn2)cc1 | -7.0
Cc1nnc(NC(=O)Cc2csc(Nc3cccc(Cl)c3)n2)s1 | 10.0
Cc1nc(-c2ccco2)sc1CNC(=O)Cc1ccc(Br)cc1 | 2.0
NCC1CCN(Cc2ccco2)CC1 | 11.0

The list goes on.
structure | SSB-PriA inh
Cc1nnc(C)n1N=Cc1cc(Br)cc(Br)c1O | -15.9
Cc1ccc(N2C[C@@H](NC(=O)Nc3ccc(OC(F)F)cc3)CC2=O)cc1C | -2.0
Cc1nc(N2CCN(C(=O)c3c[nH]c4ccccc34)CC2)cc(-n2cccn2)n1 | 4.0
CN1CCC(CNC(=O)c2ccc3nsnc3c2)CC1 | -2.0
COc1ncc(NC(=O)c2ccccc2C(F)(F)F)c(N(C)C)n1 | -2.0
O=C(COc1ccc(Cl)cc1Cl)NCCOc1ccc(F)cc1 | -28.0
Cn1c(=O)c2c(SCC(=O)OCc3ccccc3)ccnc2n(C)c1=O | -4.0
Cc1cc(=O)c(OCc2ccccc2F)cn1CC(=O)NC(C)C | -22.0
Cc1ccc(Cn2nc(C(=O)N[C@@H](C)c3ccccc3)ccc2=O)cc1 | -10.0
CCOC(=O)c1ccc(NC(=O)CSc2nnc(CN3CCOCC3)o2)cc1 | -7.0

The listing continues:
structure | SSB-PriA inh
CC(=NNS(=O)(=O)c1cccc([N+](=O)[O-])c1)c1ccc2c(c1)OCO2 | -12.0
COc1ccc(Cl)c2sc(NC(=O)c3ccc(-c4ccccc4)cc3)nc12 | 11.0
COc1cccc2sc(OC3CN(C(=O)Nc4ccccc4Cl)C3)nc12 | 8.0
O=C(Cc1ccccc1[N+](=O)[O-])NN=Cc1cccnc1 | -0.1
O=C(NC1CCC(Oc2ncccn2)CC1)c1ccc2[nH]ccc2c1 (configuration not stated) | -5.0
CCc1nnc(C2CCN(C(=O)Nc3cccs3)CC2)s1 | -5.0&-1.0
COc1cccc(-c2cc(CNC(=O)c3ccccc3C(F)(F)F)no2)c1 | -23.0
CCn1nc(C(=O)Nc2nc3c(SC)cccc3s2)cc1C | -2.0
COc1ccc(/C(C)=N/N=c2\scc(-c3ccccc3)n2Cc2ccco2)cc1 | 16.0
COc1ccc2cc(C(=O)Nc3cnn(C[C@H]4COc5ccccc5O4)c3)[nH]c2c1 | 16.0

Further structures follow.
structure | SSB-PriA inh
O=C(CSCc1ccccc1)N1CC(c2nc(-c3cccs3)no2)C1 | -5.0
O=C(NCc1ccccc1OC(F)(F)F)[C@H]1CCc2nc[nH]c2C1 | -20.0
NC(=Nc1nc2c(c(=O)[nH]1)CCCC2)Nc1ccccc1Sc1ccccc1 | -14.6
C(=NNc1cc(N2CCOCC2)nc(N2CCOCC2)n1)c1ccccc1 | 5.6
CCN(CC)c1ccc(C=NNC(=O)Nc2ccccc2)cc1 | 23.7
Cc1ccc(Cl)cc1N/C=C(\C#N)c1nc(-c2cccc([N+](=O)[O-])c2)cs1 | -5.0
O=C(O)CCn1cc(S(=O)(=O)N2CCOCC2)c(=O)[nH]c1=O | 4.0
O=C(Cc1c[nH]c2ccccc12)Nc1cnn(C2CCOCC2)c1 | -32.0
COc1cn2c(cc1=O)C(=O)N(CCNC(=O)c1cccc(C)c1)CC2 | -15.0
Cc1nc(C)c(CC(=O)N2CCN(c3ccccc3F)CC2)s1 | -14.0

More results
structure | SSB-PriA inh
Cc1ccc2sc(NC(=O)C3CCN(S(C)(=O)=O)CC3)nc2c1C | -5.0
O=C(c1cn(-c2cccc(Cl)c2)nn1)N1CCN(c2ccc(F)cc2)CC1 | -3.0
O=C(Nc1nc(-c2ccn(S(=O)(=O)c3ccccc3)c2)cs1)c1ccc(Cl)cc1 | 6.0
Cc1ccc(C(C)NC(=O)c2ccc(-n3cccn3)nc2)cc1 (configuration not stated) | -19.0
O=C(Nc1cc(-n2ccnc2)ncn1)c1ccncc1 | -14.0
COC(=O)c1ccc2c(=O)n(CCC(=O)NCc3ccco3)c(=S)[nH]c2c1 | 11.0
COc1ccccc1NC(=O)NCC[C@H](O)c1ccoc1 | -10.0
O=C(O)c1[nH]c(=O)[nH]c(=O)c1CN1CCc2ccccc2C1 | -5.0
O=C(NCCC1=CCCCC1)C(=O)Nc1ccc(F)c(F)c1 | -38.0&4.0
COC(=O)c1nn(-c2ccccc2)c(Cl)c1C=NOC(=O)c1ccc(Cl)c(Cl)c1 | -6.4

Additional entries
structure | SSB-PriA inh
Cc1ccc(-n2cc(C(=O)N(C)Cc3ccccc3)nn2)cc1C | -10.0
O=C(Nc1cccs1)N1CCCCC(c2ccc(F)cc2)C1 (configuration not stated) | 5.0
COc1ccc(CC(C)(O)CNC(=O)CSC2CCCC2)cc1 (configuration not stated) | -21.0
CCn1nc(C)c(S(=O)(=O)N2CCCC[C@H](c3ccc(OC)cc3)C2)c1C | -4.0
O=C(NN=Cc1cccnc1)c1ccccc1 | -9.3
Cc1cccc(NC(=O)C2CCN(S(C)(=O)=O)CC2)n1 | -7.0&-7.0
O=C(CSc1ccc(NC(=O)c2ccccc2)nn1)NC1CCCCC1 | -13.0&-10.0
CCOc1cc(C=NNC(=O)c2cc(-c3cccc(OC)c3)nc3ccccc23)ccc1O | -7.2
COc1ccccc1S(=O)(=O)NC1CCC(Oc2cnccn2)CC1 (configuration not stated) | 0.0
O=C(CNC(=O)C1CCCCC1)Nc1nc2ccccc2s1 | -16.0
COc1ccc(-c2ccc(=O)n(CCNC(=O)Nc3ccc(F)c(F)c3)n2)cc1 | -3.0
O=C(c1ccc2nsnc2c1)N(Cc1ccccn1)c1nc2c(C(F)(F)F)cccc2s1 | -22.0

This is a subset; count on the stated rates, not on these rows.
